MITF primary: blocks human microphthalmia-associated transcription factor. AID 1259374. inhibition, % at 2.6 µM. O75030. actives 0.91% (n = 650,000). AlphaScreen MITF homodimerization, bead proximity signal; in the data active = inhibition above about 50%;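 note: 0% = vehicle wells with protein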
Target sequence (O75030 whole entry, looked up): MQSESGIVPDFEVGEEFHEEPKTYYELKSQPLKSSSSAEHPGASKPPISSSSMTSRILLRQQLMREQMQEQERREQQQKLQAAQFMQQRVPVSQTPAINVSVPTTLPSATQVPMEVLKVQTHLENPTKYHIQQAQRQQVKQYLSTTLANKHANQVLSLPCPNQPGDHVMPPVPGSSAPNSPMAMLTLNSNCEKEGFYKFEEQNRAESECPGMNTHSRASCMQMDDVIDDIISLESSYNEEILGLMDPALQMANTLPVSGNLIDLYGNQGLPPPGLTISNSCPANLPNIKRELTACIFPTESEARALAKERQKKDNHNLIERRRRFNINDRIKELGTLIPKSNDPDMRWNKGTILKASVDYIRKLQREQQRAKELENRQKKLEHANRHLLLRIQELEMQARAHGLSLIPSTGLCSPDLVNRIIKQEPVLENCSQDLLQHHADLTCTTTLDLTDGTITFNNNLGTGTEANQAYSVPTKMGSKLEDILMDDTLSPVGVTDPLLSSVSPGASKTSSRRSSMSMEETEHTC
GPR151 ag: human GPR151 activation | actives 1% (n = 650,000) | PathHunter beta-arrestin GPR151 cells, luminescence | activation, % at 11.2 µM | Q8TDV0; in the data active = activation above about 4.9%;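 note: 0% = median of compound wells and 100% = cells with positive control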
Target sequence (Q8TDV0 whole entry, looked up): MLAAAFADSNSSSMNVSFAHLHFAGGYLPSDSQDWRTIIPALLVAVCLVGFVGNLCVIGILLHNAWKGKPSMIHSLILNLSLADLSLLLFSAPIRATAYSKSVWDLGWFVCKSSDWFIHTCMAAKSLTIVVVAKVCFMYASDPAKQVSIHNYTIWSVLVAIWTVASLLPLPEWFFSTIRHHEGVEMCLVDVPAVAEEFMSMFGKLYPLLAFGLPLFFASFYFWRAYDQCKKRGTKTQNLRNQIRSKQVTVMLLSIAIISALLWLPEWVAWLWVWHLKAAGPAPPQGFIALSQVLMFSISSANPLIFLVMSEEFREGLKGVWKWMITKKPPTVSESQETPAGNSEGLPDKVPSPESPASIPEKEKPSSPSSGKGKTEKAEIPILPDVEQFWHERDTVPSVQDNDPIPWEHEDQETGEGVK
FBW7 activator: human FBW7 E3 ligase activation, primary screen; AID 1259310; actives 0.13% (n = 650,000); Q969H0; AlphaScreen FBW7–phospho-cyclin E peptide binding, activator screen; normalized activity (activation), % at 26.1 µM; in the data active = normalized activity above about 1.9%;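 note: purified mutant Fbw7 with reduced substrate affinity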
TEAD-YAP inh: TEAD-YAP interaction inhibition | HEK-TIYL cells, TEAD-Gal4/YAP UAS-luciferase luminescence | inhibition, % at 9.12 µM | actives 1.4% (n = 640,000) | AID 1259422; in the data active = inhibition above about 32%;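 note: 0% = median of test compound wells and 100% = reference inhibitor wells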
* = called active by the depositor; & = joins results of further samples. Not a hit list (roughly 3.4% active in at least one column).

no. | compound | TEAD-YAP inh | MITF primary
1 | CC(C)C1=CC2=CCC3C(C)(C(=O)N4CCOCC4)CCCC3(C)C2CC1 (stereo unspecified) | 4 | 0
2 | C[C@@H]1C[C@@H](CC(=O)N2CCC[C@@H]3CN(C/C=C/c4ccccc4)CC[C@H]32)NC(=S)N1 | -12 | 2
3 | O=C(NCc1ccncc1)C1CC12CCN(Cc1cccs1)CC2 (stereo unspecified) | 0 | -5
4 | Nc1cccc2c1C(=O)N(C(=O)c1cccc3ccccc13)C2=O | -4 | -3
5 | O=c1[nH]c(=S)n(-c2ccc(F)cc2)c(O)c1C=Nc1ccc(Cl)cc1 | 10 | -5
6 | Cc1nn(C(C)C(=O)Nc2c(F)cc(F)cc2Br)c(C)c1[N+](=O)[O-] (stereo unspecified) | -5 | 3
7 | Nn1c(SCC(=O)N2CCCc3ccccc32)nnc1-c1ccccc1 | -2 | -1
8 | CCOC(=O)N1CCC(Nc2ncnc3c2c(-c2ccccc2)cn3-c2ccc(OC)cc2)CC1 | 6 | 8

no. | GPR151 ag | FBW7 activator
1 | -0.7 | 0.1
2 | 0.2 | 0.1
3 | 2.4 | 0.0
4 | 1.6 | 0.8
5 | -0.8 | 0.1
6 | -1.4 | 0.0
7 | 1.3 | -0.1
8 | 0.7 | 0.7

Another view of some results above.
cpd | smiles | TEAD-YAP inh | MITF primary | GPR151 ag | FBW7 activator
5 | O=c1[nH]c(=S)n(-c2ccc(F)cc2)c(O)c1C=Nc1ccc(Cl)cc1 | 10 | -5 | -0.8 | 0.1
6 | Cc1nn(C(C)C(=O)Nc2c(F)cc(F)cc2Br)c(C)c1[N+](=O)[O-] (stereo unspecified) | -5 | 3 | -1.4 | 0.0
7 | Nn1c(SCC(=O)N2CCCc3ccccc32)nnc1-c1ccccc1 | -2 | -1 | 1.3 | -0.1

Remaining list, next part
no. | compound | TEAD-YAP inh | MITF primary
9 | Brc1ccc(CNCc2ccc3c(c2)OCO3)cc1 | -8 | 12
10 | COc1nc(NCCc2ccc(O)cc2)nc(-c2ccc(C(=O)N3CCN(C)CC3)cc2)n1 | 2 | 6
11 | O=C(Nn1c(-c2ccc(Br)cc2)nc2ccccc2c1=O)c1ccccc1Cl | -2 | -1
12 | Oc1ccc(Cl)cc1C(C#Cc1ccccc1)N1CCOCC1 (stereo unspecified) | -13 | -14
13 | COC(=O)c1nc(NNc2nc(C(=O)OC)c(-c3ccccc3)s2)sc1-c1ccccc1 | 0&12 | 2&11
14 | O=C(Nc1ccc(Cl)cc1Cl)c1cccnc1 | -6 | 4
15 | Cc1ccc(Nc2ccc(NC(=O)/C=C/c3ccccc3)cc2)nn1 | -14 | 15
16 | COc1ccc(OCC(=O)Nc2ccc3oc(=O)ccc3c2)cc1 | 10 | -1

no. | GPR151 ag | FBW7 activator
9 | 1.8 | -0.2
10 | 1.3 | 0.1
11 | -0.8 | 0.0
12 | -0.2 | -0.1
13 | -1.4&-2.5 | 0.2&-0.1
14 | 2.1 | -0.1
15 | 3.1 | 1.2
16 | 5.8* | -0.1

Remaining list, next part.
no. | compound | TEAD-YAP inh | MITF primary
17 | COc1ccc(NC2c3ncccc3C(=O)N2c2ccc(C)cc2)cc1 (stereo unspecified) | 1 | -13
18 | CCOC(=O)C(Cc1c[nH]c2ccccc12)NC(=O)C(C)(C)C (stereo unspecified) | 10 | 10
19 | Nc1cc(Cl)nc(N/N=C/c2cccc(F)c2)n1 | -73 | 25
20 | Cn1c(=O)c2[nH]c(-c3ccnc4ccccc34)nc2n(C)c1=O | 10 | -3
21 | CCCOc1ccc(S(=O)(=O)O)c(C)c1 | 2 | -7
22 | COc1cc(OC)c(OC)cc1/C=C1/C(=O)N=C(N)N1C | 1 | 20
23 | Cc1ccc2c(c1)N(CCCC(=O)NCc1ccccc1Br)C(=O)CO2 | -4 | 13
24 | CCOc1cccc(OCCCCNCCOC)c1 | 3 | 32

no. | GPR151 ag | FBW7 activator
17 | 0.3 | 0.0
18 | -0.3 | 0.3
19 | -0.9 | -0.3
20 | 1.9 | -0.2
21 | 0.5 | -0.1
22 | -0.6 | 0.6
23 | -0.2 | 0.0
24 | 2.9 | 0.1

Record cards (already shown). Order of values: TEAD-YAP inh, MITF primary, GPR151 ag, FBW7 activator
Results for Cc1ccc2c(c1)N(CCCC(=O)NCc1ccccc1Br)C(=O)CO2 : -4, 13, -0.2, 0.0
Results for CCOC(=O)C(Cc1c[nH]c2ccccc12)NC(=O)C(C)(C)C (stereo unspecified) : 10, 10, -0.3, 0.3
Results for CCOc1cccc(OCCCCNCCOC)c1 : 3, 32, 2.9, 0.1

Additional compounds:
no. | compound | TEAD-YAP inh | MITF primary
25 | CCOC(=O)CSc1nc2ccccc2n1S(=O)(=O)c1ccc(C)cc1 | 7 | -15
26 | c1ccc(Cc2nc(-c3ccccn3)n[nH]2)cc1 | -12 | 18
27 | CN1C(=O)CC(CC(=O)N2CCCC(C(=O)c3ccccc3)C2)(c2cccc(F)c2)C1=O (stereo unspecified) | -8 | 10
28 | CC(C)OC(=O)CS(=O)c1ccc(C(F)(F)F)cc1[N+](=O)[O-] (stereo unspecified) | -29 | -7
29 | CN(CC(=O)NCc1ccc2c(c1)OCO2)CC(=O)Nc1ccc(F)c(F)c1F | -4 | 1
30 | CCC(Nc1ccccc1)C(=O)N/N=C/c1ccc(N(C)C)cc1 (stereo unspecified) | -6 | -5
31 | Cc1ccc(/C=C/C(=O)OCC(=O)c2ccc3c(c2)NC(=O)CO3)o1 | 1 | 4
32 | Cc1ccc(/C=C/C(=O)Nc2ccc(N(C)C)cc2)o1 | -43 | 10

no. | GPR151 ag | FBW7 activator
25 | -0.9 | -0.1
26 | 0.4 | -0.7
27 | 0.4 | 0.7
28 | -0.4 | -0.1
29 | -0.6 | 0.3
30 | 0.1 | 0.0
31 | 1.2 | 0.0
32 | 4.6 | -0.6

Other compounds:
no. | compound | TEAD-YAP inh | MITF primary
33 | C/C=C(\C)CN1CCc2nnc(CCNC(=O)c3cccnc3)n2CC1 | -8 | 3
34 | Fc1cccc(Cl)c1C1C=C(c2cccc(Br)c2)Nc2nnnn21 (stereo unspecified) | 8 | 1
35 | CCCSc1nc(C)c(I)c(=O)[nH]1 | 2 | 8
36 | COC(=O)CCCC(=O)N1CCOCCN(C(=O)CCCC(=O)OC)CCOCC1 | -2 | -7
37 | COc1ccc(-c2nc(CS(=O)CC(=O)N3CCN(C)CC3)c(C)o2)cc1 (stereo unspecified) | 1 | 0
38 | O=C(CN1CCC(O)(c2ccccn2)CC1)Nc1ccc(N2CCCCC2)cc1 | -3 | -3
39 | COc1ccc(C2C(C(=O)N3CCN(c4ccccc4F)CC3)CCC(=O)N2c2ccc(OC)cc2)cc1 (stereo unspecified) | 9 | -4
40 | Cc1ccc(S(=O)(=O)NC(CC(=O)O)c2cccs2)cc1 (stereo unspecified) | -1 | -1

no. | GPR151 ag | FBW7 activator
33 | 2.3 | -0.1
34 | -0.3 | 0.0
35 | -0.4 | -0.1
36 | -1.6 | 0.0
37 | 0.6 | 0.2
38 | 0.6 | -0.1
39 | -0.8 | 0.0
40 | 0.9 | -0.2

(listing goes on)
no. | compound | TEAD-YAP inh | MITF primary
41 | O=C(COc1ccccc1)NC(=S)Nc1ccccc1[N+](=O)[O-] | 4 | -8
42 | CC1=C(C(=O)Nc2ccccc2)C(c2ccc([N+](=O)[O-])cc2)NC(=O)N1 (stereo unspecified) | -12 | 7
43 | O=C(NNC(=S)NCc1ccccc1)c1cc2ccccc2cc1O | -1 | 9
44 | Oc1ccc2nc(-c3ccccc3)[nH]c2c1 | -9 | 2
45 | CCN1/C(=C/c2cccc[n+]2C)C=Cc2ccccc21 | 75* | 5
46 | COCc1cc(C)nc(SCC(=O)Nc2ccccc2O)c1C#N | 13 | 4
47 | CCOc1cc2c(cc1OCC)C(c1ccccc1OC)OC(=O)C2 (stereo unspecified) | 5 | -10
48 | CC(=O)O[C@H]1C[C@@H](OC(C)=O)C(C)(C)C2C[C@@H](O)[C@]3(C)C(CC[C@@]4(C)[C@H](c5ccoc5)OC(=O)[C@H]5O[C@]543)[C@]21C (stereo partly specified) | -4 | 3

no. | GPR151 ag | FBW7 activator
41 | -0.9 | -0.2
42 | -0.9 | 0.2
43 | 0.5 | 0.3
44 | -3.9 | -0.1
45 | 0.8 | -0.2
46 | -0.3 | -0.1
47 | 0.2 | -0.2
48 | -0.2 | -0.2

Exported as tab-separated lines: part of the list above
entry	structure	TEAD-YAP inh	MITF primary	GPR151 ag	FBW7 activator
45	CCN1/C(=C/c2cccc[n+]2C)C=Cc2ccccc21	75*	5	0.8	-0.2
44	Oc1ccc2nc(-c3ccccc3)[nH]c2c1	-9	2	-3.9	-0.1
48	CC(=O)O[C@H]1C[C@@H](OC(C)=O)C(C)(C)C2C[C@@H](O)[C@]3(C)C(CC[C@@]4(C)[C@H](c5ccoc5)OC(=O)[C@H]5O[C@]543)[C@]21C (stereo partly specified)	-4	3	-0.2	-0.2

The list continues:
no. | compound | TEAD-YAP inh | MITF primary
49 | CCCCCCCc1ccc(-c2nc(Cc3ccccc3)no2)cc1 | 5 | 2
50 | O=CNNC(=O)c1ccccc1Br | 0 | 14
51 | Cc1ccc(Nc2nnc(C)c(=O)[nH]2)cc1Cl | 9 | 3
52 | COc1ccccc1N1CCN(c2ncc(C(=O)N(C)C3CCCCC3)c3ccccc23)CC1 | 9 | 2
53 | c1cc(-n2cnc3c(Nc4ccc(N5CCOCC5)cc4)nc(-c4ccc(N5CCOCC5)nc4)nc32)cs1 | 18 | -4
54 | COc1cccc(C(=O)N(C)c2nc(-c3ccc(F)cc3)cs2)c1 | -15 | -1
55 | CCN(c1ccccc1)S(=O)(=O)c1ccc2[nH]cc(C(=O)NCc3ccccc3Cl)c(=O)c2c1 | -3 | 2
56 | O=c1oc2cc(OCc3ccc(F)cc3Cl)c(Cl)cc2c2c1CCC2 | -3 | -6

no. | GPR151 ag | FBW7 activator
49 | 0.4 | -0.1
50 | 0.1 | 0.1
51 | 0.7 | -0.1
52 | -0.5 | -0.2
53 | -2.4 | 0.1
54 | 0.3 | 0.0
55 | 0.1 | -0.2
56 | -1.8 | 0.1

Other compounds follow.
no. | compound | TEAD-YAP inh | MITF primary
57 | O=C(NN=C1C2CC3CC1CC(Cl)(C3)C2)c1cccc(O)c1 | 31 | 14
58 | CCOc1nc2c(c(=O)n(C)c(=O)n2C)n1Cc1cccc(Br)c1 | 25 | 13
59 | O=C1c2ccccc2C(=O)N1OS(=O)(=O)c1ccc(Cl)cc1 | 2 | 14
60 | O=C1N(Cc2ccc(F)cc2)c2ccccc2OC1(F)F | -3 | 3
61 | O=C(Nc1ccccc1Cc1ccccc1)c1ccco1 | -4 | 8
62 | O=S(=O)(c1cnc[nH]1)N1CCN(c2nc3ccccc3n2Cc2ccccc2)CC1 | 12 | 2
63 | Cc1ccc(Nc2nc(NCc3ccco3)nc(N3CCOCC3)n2)c(Br)c1 | 0 | 8
64 | O=C(Nc1ccc2c(c1)OCO2)c1ccc(NS(=O)(=O)c2cccc(F)c2)cc1 | 2 | 18

no. | GPR151 ag | FBW7 activator
57 | -0.6 | -0.1
58 | 0.8 | 0.5
59 | 17* | 0.6
60 | 0.9 | -0.1
61 | -1.8 | 1.1
62 | 0.6 | 0.4
63 | 0.9 | -0.1
64 | -2.3 | 0.1

(listing goes on)
no. | compound | TEAD-YAP inh | MITF primary
65 | CC(=O)c1cc2c(cc1NC(=O)c1cnc(C)cn1)OCO2 | 12 | -3
66 | Cc1cccc(C)c1NC(=O)C1c2ccccc2Oc2ccccc21 | 2 | 9
67 | C=CCNC(=O)NC(=O)CSC(=S)N(C)C | 4 | -6
68 | Cc1cccn2c(=O)c(/C=N/NC(=O)c3ccccc3O)c(N3CCCCC3)nc12 | -5 | -8
69 | COc1nc(Nc2ccccc2)nc(-c2ccc(C(=O)N3CCN(C)CC3)cc2)n1 | 8 | 3
70 | Cc1ccc(-n2c(-c3ccccc3)cc3c2CC(C)(C)CC3=O)cc1C | 2 | 7
71 | CC1CN(CCC(=O)N2CCSCC2)Cc2ccccc2O1 (stereo unspecified) | -4 | -7
72 | COc1ccc(-c2cc(-c3cc(Cl)ccc3O)[nH]n2)cc1 | -45 | 6
73 | Cc1c(C)n(Cc2ccccc2)c2ccc(C(=O)OCCCN(C)C)cc12 | 9 | 1
74 | Nc1nnc(SCC(=O)Nc2cccc3ccccc23)s1 | -7 | -2

no. | GPR151 ag | FBW7 activator
65 | 0.9 | -0.1
66 | -0.4 | 0.2
67 | 0.9 | 0.1
68 | -0.3 | -0.1
69 | 0.0 | -0.1
70 | 3.4 | 0.0
71 | -1.5 | -0.1
72 | 1.5 | 0.0
73 | 1.0 | -0.1
74 | 0.3 | 0.1

Assay outcomes: PubChem BioAssay, The Scripps Research Institute Molecular Screening Center
